# Screens from PubChem BioAssay.
# M1 antagonist: blocks the rat M1 muscarinic receptor response to acetylcholine. P08482. CHO-M1 cells, Fluo-4 calcium, ACh EC80 antagonist mode; hits give low values. B-score at 10 µM. 64,000 tested, 3.4% active. AID 628;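 active means calcium fluorescence response, raw or row-and-column corrected B-score, differing from the plate sample mean either way at a set confidence level, mostly lower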
# Target sequence (P08482 whole entry, looked up): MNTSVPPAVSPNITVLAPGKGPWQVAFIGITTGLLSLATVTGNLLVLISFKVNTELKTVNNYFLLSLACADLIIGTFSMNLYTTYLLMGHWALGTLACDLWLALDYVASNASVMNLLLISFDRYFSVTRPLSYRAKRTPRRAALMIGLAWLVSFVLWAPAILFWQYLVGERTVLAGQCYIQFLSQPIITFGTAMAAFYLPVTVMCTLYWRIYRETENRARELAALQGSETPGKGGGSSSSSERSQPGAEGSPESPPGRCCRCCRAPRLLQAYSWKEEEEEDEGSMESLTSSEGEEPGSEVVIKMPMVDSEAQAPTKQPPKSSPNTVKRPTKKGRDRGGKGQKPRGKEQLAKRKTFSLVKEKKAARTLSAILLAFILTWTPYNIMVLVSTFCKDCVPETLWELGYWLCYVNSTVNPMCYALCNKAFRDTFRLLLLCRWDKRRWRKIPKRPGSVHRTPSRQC
# D1 allo mod: allosteric modulators of human D1 dopamine receptor. P21728. HEK293 D1, CRE-luciferase, dopamine EC30 potentiation; actives deviate in either direction. B-score at 10 µM. 58,000 tested, 5.9% active;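 active means luminescence count or its row- and column-corrected plate score outside the 99.7% band of the plate's sample wells, on either side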
# HEK293 NFkB inh: inhibitors of the PMA/ionomycin-induced NF-kB reporter in HEK293 cells; AID 465; inhibition, % at 3 µM; 62,000 tested, 0.21% active; HEK-293 NF-kB luciferase reporter, luminescence;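 active means inhibition above the mean of all tested compounds plus 3 SD, cut at about 40% in these data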;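 further: 0% = stimulated DMSO wells and 100% = 10 µM reference inhibitor 5653914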
#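 Reagent: PMA plus ionomycin mix as NF-kB-activating stimulus. Assay system: NF-kB luciferase reporter HEK-293 cells. Technique: luminescence from luciferase substrate reagent. Incubation: 1 h compound pre-incubation, 16 h PMA/ionomycin at 37 °C. Benchmarks: DMSO only as uninhibited control, 10 µM reference inhibitor as full inhibition. Repeats: tested once.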
# M1 ag: activates the M1 muscarinic receptor. B-score at 10 µM. CHO-M1 cells, Fluo-4 calcium fluorescence, agonist mode; hits give high values. 64,000 tested, 3% active;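 active means fluorescence rise, raw or as B-score row- and column-corrected plate score, outside the 99.7% band of its plate's samples, either direction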
# TNAP act mid DEA: human TNAP activation, intermediate phosphate acceptor | activation factor at 20 µM | P05186 | 64,000 tested, under 10 active | purified TNAP, CDP-star luminescence, 100 mM DEA, 30 min; hits give high values; scale: 0 levamisole-inhibited, 1 vehicle-only enzyme;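 active means activation factor of at least 2 at 20 µM, relative to controls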
# Target sequence (P05186 whole entry, looked up): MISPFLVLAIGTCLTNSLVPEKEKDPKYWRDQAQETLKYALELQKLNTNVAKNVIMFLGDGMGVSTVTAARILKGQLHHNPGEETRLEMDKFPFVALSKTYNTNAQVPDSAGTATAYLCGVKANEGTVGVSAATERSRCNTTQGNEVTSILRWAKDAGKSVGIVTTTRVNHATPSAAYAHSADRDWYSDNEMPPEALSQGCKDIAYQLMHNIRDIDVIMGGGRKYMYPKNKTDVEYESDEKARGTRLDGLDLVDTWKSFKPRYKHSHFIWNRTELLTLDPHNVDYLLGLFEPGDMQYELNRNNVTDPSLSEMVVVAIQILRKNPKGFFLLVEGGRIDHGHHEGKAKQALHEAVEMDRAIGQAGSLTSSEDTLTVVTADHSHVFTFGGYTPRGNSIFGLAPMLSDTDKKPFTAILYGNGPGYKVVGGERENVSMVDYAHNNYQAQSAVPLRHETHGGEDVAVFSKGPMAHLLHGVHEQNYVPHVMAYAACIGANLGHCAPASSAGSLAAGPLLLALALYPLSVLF
# SF-1 act: activates the human nuclear receptor SF-1; 65,000 tested, 1.9% active; AID 522; Q13285; CHO-K1 Gal4-SF-1 LBD luciferase reporter; % increase over DMSO SF-1-specific signal; activation, % at 10 µM;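 active means activation above the mean activation of all tested compounds plus 3 SD, cut at about 50% in these data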
#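 Assay system: CHO-K1 cells co-transfected with Gal4 DBD–human SF-1 LBD, 5xGal4 luciferase reporter; doses: 10 µM only; incubation: 20 h compound exposure at 37 °C after 1 h cell settling; signal: luciferase light emission; evaluation: percent activation versus DMSO; repeats: one test per compound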
# Ecoli tolC: blocks growth of E. coli BW25113 tolC mutant; AID 573; 65,000 tested, 2.2% active; growth inhibition, % at 10 µM (by protocol); OD615;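 active means growth inhibition at or above a cutoff equal to the mean over every tested compound plus 3 SD, cut at about 60% in these data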;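 further: growth measured after 20 h incubation at 37 °C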
#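 Test system: E. coli BW25113 ΔtolC::kan bacteria; incubation: 37 °C, 20 h exposure; medium: LB broth supplemented with 50 µg/mL kanamycin; read-out basis: percent growth inhibition; signal: A615 absorbance measurement; compound: 10 µM final, single dose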
# Jurkat tox 60K: cytotoxic compounds reducing Jurkat cell viability; 56,000 tested, 1.2% active; Jurkat E6.1 viability, ATP luminescence, 48 h; inhibition, % at 4 µM;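 active means inhibition above the mean inhibition of all tested compounds plus 3 SD, cut at about 28% in these data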
# NADH enzymes: inhibitors of enzymes used to reach an NAD/NADH endpoint. IC50, µM (doses to about 10 µM), for the others: top-dose inhibition. coupled PK/LDH NADH assays, four targets. 65,000 tested, 0.02% active;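 active means single-dose screening hits from any of four coupled enzyme assays that gave an IC50 when retested across doses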;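 further: the DPM-DC format reads NADH fluorescence rather than 340 nm absorbance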
# The depositor's hits bear a star; / = no result given; [ ] = another dose, or the depositor's remark.
Structure	M1 antagonist	D1 allo mod	HEK293 NFkB inh	M1 ag	TNAP act mid DEA	SF-1 act	Ecoli tolC	Jurkat tox 60K	NADH enzymes
O=C(NCC1CCCO1)c1ccc(NC(=O)C2CCCCC2C(=O)O)cc1 (configuration not stated)	0.46	0.39	8	0.17	0.8	-11	-16	1	4%
CCOc1ccc(N(CC(=O)NCC(C)C)S(C)(=O)=O)cc1	/	-0.15	-1	/	0.9	-6	-7	-4	4%
Cc1ccc(NC(=O)c2ccco2)c(NC(=O)CN2C(=O)c3ccccc3C2=O)c1	0.99	/	7	-0.049	0.9	-11	-6	-1	5%
O=C(O)CSc1cccc2cccnc12	0.019	-0.38	18	1.6	1	1	-14	0	4%[fluoresces]
COCCn1c(=S)[nH]c2cc(C(=O)N3CCN(Cc4ccc5c(c4)OCO5)CC3)ccc2c1=O	-1.6	/	21	-0.31	0.9	-2	-12	15	10%
CCOC(=O)c1oc2ccccc2c1NC(=O)c1cc(OC)cc(OC)c1	-0.097	4.7*	-3	2.2	0.9	1	10	0	7%
O=C(NCC1CCCO1)NC1(C(F)(F)F)Oc2ccccc2O1 (configuration not stated)	-0.085	0.023	18	-0.65	0.9	-18	-8	/	9%
O=C(CNC(=O)c1ccco1)OCc1ccc(Cl)cc1	-0.54	-1.3	-6	-0.39	0.9	1	-5	/	4%
O=C(CN1CCN(Cc2ccccc2)CC1)c1c[nH]c2ccccc12	-0.35	-2.3	17	-1.5	0.9	-4	-9	1	2%
COC(=O)c1ccc(CSc2nnc3ccccn23)o1	-0.33	0.18	3	0.51	0.9	1	-12	2	2%
O=C1c2cccnc2C(=O)N1c1ccccc1-c1ccccc1	0.47	-0.061	11	0.077	0.9	11	-13	-4	6%
C/C(=N\n1nnnc1Nc1ccccc1)c1ccc(N)cc1	0.27	-0.81	10	0.17	0.8	-2	-10	-4	6%
O=C(C1Cc2ccccc2CN1S(=O)(=O)c1ccc(F)cc1)N1CCCCCC1 (configuration not stated)	0.13	-0.62	14	0.47	0.9	-1	41	0	6%
O=C(C1=C(O)C(=O)N(CC2CCCO2)C1c1cccnc1)c1ccco1 (configuration not stated)	0.98	0.28	6	0.92	0.9	-15	-13	-2	5%
CCOC(=O)CN1C(=O)C(CC)Oc2ccccc21 (configuration not stated)	-0.014	0	14	0.72	0.9	1	-6	/	5%

# 3 entries out of the list, sorted by length of the SMILES, smallest number first.
Structure	M1 antagonist	D1 allo mod	HEK293 NFkB inh	M1 ag	TNAP act mid DEA	SF-1 act	Ecoli tolC	Jurkat tox 60K	NADH enzymes
COC(=O)c1ccc(CSc2nnc3ccccn23)o1	-0.33	0.18	3	0.51	0.9	1	-12	2	2%
O=C(NCC1CCCO1)c1ccc(NC(=O)C2CCCCC2C(=O)O)cc1 (configuration not stated)	0.46	0.39	8	0.17	0.8	-11	-16	1	4%
O=C(C1=C(O)C(=O)N(CC2CCCO2)C1c1cccnc1)c1ccco1 (configuration not stated)	0.98	0.28	6	0.92	0.9	-15	-13	-2	5%

# Remaining list, next part:
Structure	M1 antagonist	D1 allo mod	HEK293 NFkB inh	M1 ag	TNAP act mid DEA	SF-1 act	Ecoli tolC	Jurkat tox 60K	NADH enzymes
CC1(C)CC(=O)C(C=NCCCn2ccnc2)=C(O)C1	0.55	-0.083	0	0.15	0.9	-11	-12	-1	3%
N#CCCN1CCN(S(=O)(=O)c2ccc(S(=O)(=O)N3CCCCCC3)cc2)CC1	-0.094	-0.0026	10	-0.42	1	-9	15	5	1%
Cn1ncc(C#N)c1/N=C/N(Cc1ccccc1)Cc1ccccc1	-1.5	-0.00043	-6	0.68	0.9	0	99*	3	4%
CC(=O)Nn1cnc2c(c1=O)C1(CCCC1)Cc1ccccc1-2	0.014	/	/	3.8	0.9	-6	10	/	2%
COC(=O)[C@H](CCSC)NC(=O)N1CCN(Cc2ccccc2)CC1	/	-0.0095	5	/	0.9	-1	-16	5	1%
CCn1c(SCc2ccc(C#N)cc2)nnc1-c1cccc(Cl)c1	/	-0.65	11	/	0.9	-8	22	3	4%
COc1ccc(OC)c2c(N)c(C#N)c(C(F)(F)C(F)(F)F)nc12	1.2	/	/	0.11	1	14	3	/	1%
O=C(CSc1nnc(CNC(=O)c2cccs2)o1)NC1CCCC1	-0.32	0.53	8	0.054	0.9	6	-22	/	5%
Cc1ccc2[nH]c(=O)c(CN(Cc3ccco3)S(=O)(=O)c3c(C)ccc4nsnc34)cc2c1	-0.1	0.015	-2	-0.8	0.9	7	8	-10	1%
CN(C)c1ccc(NC(=O)c2ccc(COc3cccc(Cl)c3)o2)cc1	0.96	-0.25	17	0	0.9	42	36	/	4%
O=C(O)CNS(=O)(=O)c1ccc(Br)s1	0.82	-0.57	14	-0.087	1	-27	-7	3	5%
CC(C)C(O)P(=O)(OCc1ccccc1)c1ccc(N(C)C)cc1 (configuration not stated)	-1.7	0.5	10	-0.71	0.9	-1	-4	3	10%
CCOC(=O)c1sc(NC(=O)CSc2nnc(-c3ccc(OC)cc3)n2CCOC)nc1C	-0.011	0.72	11	0.091	0.9	-17	23	4	5%
COc1ccccc1OCc1nnc(SCC(=O)Nc2ccc(C)cc2)n1C	-0.26	-0.56	5	0.36	0.9	-4	-7	-4	5%
COc1cccc2c1NC(C(=O)O)C1CC=CC21 (configuration not stated)	-0.035	-0.048	18	0.91	0.8	-2	-5	-3	2%
c1ccc(Cn2c(CNc3nc4ccccc4n3CCN3CCOCC3)nc3ccccc32)cc1	1.2	0.9	13	-0.25	1.3	-4	19	-10	4%
O=C(NCc1ccco1)C(c1cccs1)N(Cc1ccccc1)C(=O)Cn1nnc2ccccc21 (configuration not stated)	-0.84	-0.47	3	-0.5	0.9	8	8	2	9%
CC(=O)NCCc1ccc(S(=O)(=O)NCc2ccc3c(c2)OCO3)cc1	0.14	-0.4	9	0.52	0.9	-14	-5	-1	3%
N#Cc1c(NC(=O)CSc2n[nH]c(Cc3ccccc3)n2)oc(-c2ccccc2)c1-c1ccccc1	-0.74	-0.12	9	-0.41	0.9	-11	64*	1	1%
CC1(C)Cn2c(nnc2-c2ccccc2)S1	-0.12	0.99	7	-0.93	0.9	4	-14	-6	3%
CC(C)(C)c1nc2scc(-c3cccs3)c2c(=O)o1	-2.6	-0.28	9	-0.38	0.9	9	8	-7	3%
O=C(Oc1ccc(Cl)cc1N1C(=O)CCC1=O)c1ccco1	-0.28	-0.021	18	-0.0081	0.8	-9	-16	9	3%
CCOc1ccc2[nH]c(=O)c(CN(Cc3ccc(F)cc3)C(=O)c3ccco3)cc2c1	-1.3	-0.014	17	0.38	0.9	30	11	11	8%
Cc1ccc(-c2nn3c(C)nnc3s2)cc1NC(=O)COc1ccc(Cl)cc1	0.19	-0.91	25	-0.31	0.9	-4	-3	2	4%
COc1ccc(-c2cn3c(C)c(C(=O)NC(C)(C)C)sc3n2)cc1	-1.6	1.1	-19	-0.0035	1	48	6	-8	6%
Cn1nnc(NCc2cc(Br)ccc2OCc2cccs2)n1	-0.33	0.29	13	-0.2	0.9	-21	5	9	5%
COC(=O)C(C)Sc1nnc(-c2ccncc2)o1 (configuration not stated)	-0.079	-0.049	10	-0.26	1	4	-16	/	2%
COC(=O)c1cccc(NC(=O)CSc2nc3cccnc3n2C)c1	-1.8	-0.16	-32	-0.2	0.9	36	0	-1	4%
CCS(=O)(=O)N1CCC(C(=O)NCc2ccco2)CC1	0.0074	0.66	4	0.1	0.8	14	-11	-1	9%
O=C(Cn1nc(C(F)(F)F)c2c1CCCCC2)N1CCOCC1	-0.71	-0.61	1	0.45	1	-14	-5	0	6%
COc1ccccc1-n1c(SCC(=O)NC(C)(C)C)nc(O)cc1=O	1.2	-0.026	7	-0.92	0.9	-18	-7	-10	4%
Cc1ccc2c(c1)c1c(n2CC(O)CN2C(=O)CNC2=O)C(=O)CCC1 (configuration not stated)	0.51	-0.041	5	1.3	0.9	1	4	-1	8%[fluoresces]
O=S(=O)(NC1CC2CCC1C2)c1ccc(Br)s1 (configuration not stated)	-0.77	0.54	11	-0.57	0.9	-8	38	/	10%
Cc1ccc(NCc2nnc(SCc3ccc(C#N)cc3)n2Cc2ccco2)c(C)c1	-0.76	-0.35	13	-0.11	0.9	9	61*	8	4%
O=C(CSc1nc2ccccc2o1)Nc1nc2ccccc2s1	-0.38	0.4	8	-1.7	0.9	50*	33	1	3%
CCOc1ccc(S(=O)(=O)N2CCN(C)CC2)c(C)c1C	-0.16	-1.7	7	0.32	0.8	10	11	-5	3%
Clc1ccc(CN2C3=NCCCN3c3ccccc32)cc1	-0.84	-0.39	18	-0.86	1.1	-10	-4	6	7%
COc1ccc(Cl)cc1NC(=O)Cn1c(=O)n2nc(C)nc2c2ccccc21	0.61	0.47	18	-1.1	0.9	-4	8	-5	13%
CCOC(=O)c1sc2nc(NC(=O)C3CCCCC3)sc2c1C	-0.75	0.93	6	1.7	0.8	4	-9	5	4%
O=C(CSC1=NCCS1)N1CCCC1	-0.27	-0.036	9	-0.73	0.9	-3	-21	-7	5%
Cc1cccc(CN2CCN(CC(=O)NCc3ccc(F)cc3)C2=O)c1	0.04	-0.24	23	-0.83	1	-3	0	0	3%
O=C(CCn1cccc1)Nc1ccccc1F	-0.17	0.65	15	0.36	1	-10	-7	10	5%
COc1ccc2oc(C(=O)C3CC3)c(NC(=O)CCCN3C(=O)c4ccccc4C3=O)c2c1	0.084	0.19	1	0.79	0.9	8	-3	9	2%
O=C(CN1CCN(C(=O)c2ccco2)CC1)Nc1ccc2c(c1)OCCO2	-0.0039	-1.5	13	-0.3	1	13	-16	-3	4%
COc1ccc2[nH]c(=O)c(CN(C(C)=O)C3CCCCC3)cc2c1	0.49	0.97	-3	-0.71	0.9	8	-2	-1	0%[fluoresces]
Cc1ccc(-c2noc(CNCCCN(C)C)n2)cc1	-0.6	0.0042	9	0.0073	0.9	14	6	-11	3%
c1ccc(Cn2nnc3c(NCCN4CCOCC4)ncnc32)cc1	-0.89	1	-6	-0.68	0.9	8	-12	-5	5%
C=CCN1C(=O)CSC1=Nc1cccc(O)c1	-0.12	0.72	5	-0.081	0.9	-12	-1	/	3%
Cc1ccc(CC(=O)Nc2cccc(C)n2)cc1	-0.57	/	-17	-0.12	0.9	31	-2	/	7%
CCOC(=O)N1CCC(NC(=O)c2ccc3c(c2)sc2nc(-c4ccc(OC)cc4)cn23)CC1	/	/	4	/	0.9	39	-19	8	7%
O=c1c2ccccc2ncn1C1CCCCC1	-0.032	0.45	16	0.44	0.9	-1	-6	-8	0%
Cc1nccn1-c1cc(C(C)C)c(C#N)c2nc3ccccc3n12	0.36	0.68	/	-0.35	0.9	-5	9	/	12%
C=CCn1c2ccccc2c2nnc(SCN3C(=O)c4ccccc4C3=O)nc21	-2.5	9.9*	/	2.3	0.8	/	23	/	3%
O=C(Nc1ccc2c(c1)OCO2)C1CCCN(S(=O)(=O)Cc2ccccc2)C1 (configuration not stated)	-2.5*	-2.8	8	3.9*	0.9	-8	-10	/	2%
COc1cccc(OC)c1OCCCSc1nc(C)cc(=O)[nH]1	-0.086	0.11	11	-0.34	0.8	-11	-3	7	2%
